Pf Dd2 inh: P. falciparum Dd2 growth inhibitors, primary screen, SYBR Green fluorescence, single dose replicates. 72 h; stronger effect = lower value. activity change, % at 10 µM. hit rate 2.3% among 94,000; in the data active = activity change below about -80%
GASC1 inh: inhibitors of GASC-1 (KDM4C) histone demethylase, primary screen, biochemical, single concentration HTS; Lysine-specific demethylase 4C (Homo sapiens), Q9H3R0; GST-KDM4C 2-372, H3K9me3 peptide, LANCE TR-FRET; AID 720574, 2013; hit rate 0.15% among 96,000; inhibition, % at 12.5 µM;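 active = mean replicate inhibition above about 25%, with at least 55% of replicates also reaching it, limit read from the data, passing the limit was not always enough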
Target sequence (Q9H3R0 2-372 limits assumed): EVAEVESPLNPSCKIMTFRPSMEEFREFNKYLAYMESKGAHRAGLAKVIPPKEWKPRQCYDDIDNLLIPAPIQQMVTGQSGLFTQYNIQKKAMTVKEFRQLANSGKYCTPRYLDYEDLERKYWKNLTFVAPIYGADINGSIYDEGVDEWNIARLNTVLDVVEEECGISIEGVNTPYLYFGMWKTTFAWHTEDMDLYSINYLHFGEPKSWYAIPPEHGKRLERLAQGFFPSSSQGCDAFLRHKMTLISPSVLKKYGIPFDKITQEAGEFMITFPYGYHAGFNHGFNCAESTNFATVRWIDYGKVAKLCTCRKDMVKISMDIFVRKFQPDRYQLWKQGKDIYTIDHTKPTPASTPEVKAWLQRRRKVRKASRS
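System: N-terminal GST-fused human GASC-1 (KDM4C) fragment, residues 2-372 / Amount: 10 nM GST-KDM4C in enzyme reaction / Also added: H3K9me3 peptide with Fe(II)/2OG / Times: 30 min demethylation and 1 h detection at room temperature / Signal: LANCE TR-FRET / Read-out basis: Fall in 671/618 emission ratio as inhibition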
C diff HTS: C. difficile growth inhibitors, primary screen, HTS | Clostridium difficile clinical isolate growth, OD600, 24 h; stronger effect = lower value | growth activity, negative = inhibition, % at 16 µg/mL (by protocol) | hit rate 0.25% among 86,000 | AID 1259249, 2017;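 active = mean growth activity at or below -80% and every replicate also at or below -80%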;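 also: 0% = DMSO wells and -100% = levofloxacin 16 µg/mL wells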
Tcruzi prolif: T. cruzi intracellular proliferation inhibitors, primary screen, cell-based, beta-gal Tulahuen parasites, NIH3T3 host, luminescence | T. cruzi beta-gal in NIH3T3, GalScreen luminescence, 90 h | inhibition, % at 8.34 µM | AID 624255, 2012 | hit rate 5.9% among 77,000;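 active = mean inhibition above about 93%, with at least 55% of replicates each passing it, limit read from the data, passing the limit was not always enough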
* hit, by the source's call; nt = no result given; & = joins results of further samples.

Sample of the layout (9 entries):
SMILES	Pf Dd2 inh	GASC1 inh	C diff HTS	Tcruzi prolif
C[C@@H]1CCCCO[C@@H](CN(C)S(=O)(=O)c2ccccc2)[C@H](C)CN([C@H](C)CO)C(=O)c2cc(NS(C)(=O)=O)ccc2O1	14	2.2	7	3
CCCNC(=O)N1CCC2(CC1)CN(C(=O)c1ccncc1)[C@@H](CO)c1[nH]c3cc(OC)ccc3c12	-31	-0.3	4	nt
C[C@@H]1CCCCO[C@@H](CN(C)S(=O)(=O)c2ccccc2)[C@@H](C)CN([C@H](C)CO)C(=O)c2cc(NC(=O)NC3CCCCC3)ccc2O1	-52	0.3	8	-60
C[C@H]1CN([C@@H](C)CO)S(=O)(=O)c2ccc(-c3cncnc3)cc2O[C@H]1CN(C)C(=O)CC1CC1	3	0.8	-2	0
COc1ccccc1S(=O)(=O)N(C)C[C@@H]1OCc2ccccc2-c2c(n(C)c3ccccc23)C(=O)N([C@@H](C)CO)C[C@H]1C	-62	-2.6	12	20
CCCC#Cc1ccc([C@H]2[C@@H](CO)N(C(=O)C3CCCC3)[C@H]2C#N)cc1	25	-3.2	0	105*
CO[C@@H]1CN(C)C(=O)c2ccc(NS(C)(=O)=O)cc2OC[C@H](C)N(C(=O)C2CCC2)C[C@H]1C	nt	0.9	nt	83
COc1ccccc1-c1ccc([C@@H]2[C@H](CO)N(C(=O)C3CC3)C23CN(C(C)=O)C3)cc1	-21	-0.8	7	nt
O=C(C[C@H]1CC[C@@H]2[C@H](COC[C@H](O)CN2Cc2cccc(Cl)c2)O1)NCC1CCCCC1	nt	1.7	38&3	94

The list itself, previewed entries included:
SMILES	Pf Dd2 inh	GASC1 inh	C diff HTS	Tcruzi prolif
C[C@@H]1CCCCO[C@@H](CN(C)S(=O)(=O)c2ccccc2)[C@H](C)CN([C@H](C)CO)C(=O)c2cc(NS(C)(=O)=O)ccc2O1	14	2.2	7	3
CCCNC(=O)N1CCC2(CC1)CN(C(=O)c1ccncc1)[C@@H](CO)c1[nH]c3cc(OC)ccc3c12	-31	-0.3	4	nt
C[C@@H]1CCCCO[C@@H](CN(C)S(=O)(=O)c2ccccc2)[C@@H](C)CN([C@H](C)CO)C(=O)c2cc(NC(=O)NC3CCCCC3)ccc2O1	-52	0.3	8	-60
C[C@H]1CN([C@@H](C)CO)S(=O)(=O)c2ccc(-c3cncnc3)cc2O[C@H]1CN(C)C(=O)CC1CC1	3	0.8	-2	0
COc1ccccc1S(=O)(=O)N(C)C[C@@H]1OCc2ccccc2-c2c(n(C)c3ccccc23)C(=O)N([C@@H](C)CO)C[C@H]1C	-62	-2.6	12	20
CCCC#Cc1ccc([C@H]2[C@@H](CO)N(C(=O)C3CCCC3)[C@H]2C#N)cc1	25	-3.2	0	105*
CO[C@@H]1CN(C)C(=O)c2ccc(NS(C)(=O)=O)cc2OC[C@H](C)N(C(=O)C2CCC2)C[C@H]1C	nt	0.9	nt	83
COc1ccccc1-c1ccc([C@@H]2[C@H](CO)N(C(=O)C3CC3)C23CN(C(C)=O)C3)cc1	-21	-0.8	7	nt
O=C(C[C@H]1CC[C@@H]2[C@H](COC[C@H](O)CN2Cc2cccc(Cl)c2)O1)NCC1CCCCC1	nt	1.7	38&3	94
C[C@H]1CN([C@@H](C)CO)C(=O)c2cccc(NC(=O)C3CCCCC3)c2O[C@H]1CN(C)Cc1ccc(C(=O)O)cc1	3	-0.3	-1	-12
Cc1ccc(S(=O)(=O)Nc2ccc3c(c2)C(=O)N([C@H](C)CO)C[C@@H](C)[C@@H](CN(C)S(C)(=O)=O)OCCCC[C@@H](C)O3)cc1	-2	1.1	10	29
C[C@@H]1CN([C@@H](C)CO)C(=O)c2cc(NS(=O)(=O)c3cccs3)ccc2O[C@@H](C)CCCCO[C@H]1CN(C)Cc1ccc(C(=O)O)cc1	29	-1.3	1	-69
COc1ccc(C#Cc2cnc3c(c2)C(=O)N([C@@H](C)CO)C[C@@H](C)[C@@H](CN(C)CC2CCCC2)O3)cc1	-52	1.1	9	88
COc1ccc2c3c(n(C)c2c1)[C@@H](CO)N(C(=O)CC1CC1)CC31CN(C(=O)NC(C)C)C1	-1	0.4	-6	nt
COc1ccc(-c2ccc([C@H]3[C@H](CO)N4C(=O)CN(Cc5ccc(F)cc5)C[C@@H]34)cc2)cc1	-4	1.5	7	nt
C[C@H]1CN([C@@H](C)CO)C(=O)Cc2cc(NS(=O)(=O)c3ccccc3)ccc2O[C@@H]1CN(C)Cc1ccccc1	-29	-3.7	7	50
C[C@@H]1CCCCO[C@H](CN(C)C(=O)C2CCCCC2)[C@@H](C)CN([C@H](C)CO)C(=O)c2cc(NS(=O)(=O)c3ccc(F)cc3)ccc2O1	-68	1.6	-7	69
CCNC(=O)C[C@@H]1CC[C@@H](NS(=O)(=O)c2ccc(F)cc2)[C@@H](CO)O1	-13	0.1	-1	nt
C[C@@H]1CCCCO[C@H](CN(C)S(=O)(=O)c2ccccc2)[C@H](C)CN([C@@H](C)CO)C(=O)c2cc(NC(=O)Nc3ccccc3)ccc2O1	-41	-0.1	nt	51
C[C@@H]1CN([C@@H](C)CO)S(=O)(=O)c2ccc(-c3ccncc3)cc2O[C@@H]1CN(C)Cc1cncnc1	35	1.0	1	89
C[C@@H]1CN([C@H](C)CO)C(=O)c2cc(NS(=O)(=O)c3ccc(F)cc3)ccc2O[C@@H](C)CCCCO[C@@H]1CN(C)C(=O)CCCN(C)C	12	6.2	2	nt
O=C(C[C@H]1C[C@H]2c3cc(NC(=O)C4CCOCC4)ccc3O[C@H]2[C@@H](CO)O1)NCc1cccnc1	24	0.2	-4	-79
CCCNC(=O)N1C[C@@H](O)COC[C@H]2O[C@H](CC(=O)N3CCN(C)CC3)CC[C@@H]21	12	0.7	1&-3	-128
C[C@@H]1CN([C@H](C)CO)C(=O)c2cc(C#CCc3ccccc3)cnc2O[C@@H]1CN(C)Cc1ccccn1	-57	2.1	-10	-2
CCCNC(=O)Nc1ccc2c(c1)C(=O)N(C)C[C@@H](OC)[C@H](C)CN[C@@H](C)CO2	5	-0.8	nt	-4
COCC#Cc1ccc2c(c1)O[C@@H](CN(C)C(=O)C1CCCCC1)[C@@H](C)CN([C@@H](C)CO)S2(=O)=O	-55	-0.6	2	19
CCCC(=O)Nc1ccc2c(c1)C(=O)N(C)C[C@@H](OC)[C@@H](C)CN(Cc1ccncc1)[C@@H](C)CO2	nt	0.9	nt	12
CO[C@@H]1CN(C)C(=O)c2ccc(NC(=O)Nc3ccccc3)cc2OC[C@H](C)N(C(=O)Nc2c(C)noc2C)C[C@@H]1C	10	2.2	-2	7
O=C(c1ccccc1F)N1CC2(C1)[C@@H](c1ccccc1)[C@H](CO)N2CC1CC1	-24	-1.1	1	nt
CCCNC(=O)N(C)C[C@@H]1Oc2ncc(C#CCc3ccccc3)cc2C(=O)N([C@H](C)CO)C[C@H]1C	-38	0.7	-5	nt
Cc1noc(C)c1S(=O)(=O)Nc1ccc2c(c1)CC(=O)N([C@H](C)CO)C[C@H](C)[C@@H](CN(C)C)O2	21	0.2	4	-19
CO[C@@H]1CN(C)C(=O)c2cc(NC(=O)C3CC3)ccc2OC[C@H](C)N(CCC(F)(F)F)C[C@@H]1C	-15	-0.9	nt	52
O=C(C[C@H]1C=C[C@@H](NS(=O)(=O)c2ccccc2)[C@@H](CO)O1)N1CCc2ccccc2C1	-21	3.0	-1	3
CC(=O)N(C)C[C@@H]1Oc2cc(C#C[C@@H](C)O)ccc2S(=O)(=O)N([C@H](C)CO)C[C@@H]1C	11	3.0	4	15
O=C(c1cccc(F)c1)N1CC(=O)N2[C@@H](CO)[C@H](c3ccc(/C=C/c4ccccc4)cc3)[C@@H]2C1	-27	-0.5	4	nt
Cc1noc(C)c1S(=O)(=O)Nc1ccc2c(c1)CC(=O)N([C@H](C)CO)C[C@H](C)[C@H](CN(C)S(=O)(=O)c1ccccc1)O2	-17	-2.1	4	8
C[C@H](CO)N1C[C@H](C)[C@H](CN(C)S(=O)(=O)c2cn(C)cn2)OCCCC[C@H](C)Oc2ccc(NC(=O)C3CCCCC3)cc2C1=O	29	-0.3	3	-75
CC(C)C(=O)Nc1ccc2c(c1)C(=O)N(C)[C@H]1CC[C@H](CC(=O)NCc3ccc(F)cc3)O[C@@H]1CO2	-12	-1.8	4	-2
CCCNC(=O)C[C@@H]1CC[C@H]2[C@@H](COC[C@@H](O)CN2Cc2cccc(F)c2)O1	-1	1.3	6	-4
O=C(C[C@H]1CC[C@@H]2[C@H](COC[C@@H](O)CN2C(=O)Nc2ccccc2)O1)NCc1ccccc1F	-1	1.1	nt	-29
C[C@@H]1CN([C@@H](C)CO)C(=O)c2cc(NC(=O)Nc3ccccc3)ccc2O[C@@H](C)CCCCO[C@@H]1CN(C)S(=O)(=O)c1ccccc1	-67	0.6	nt	-16
COc1ccc2c3c([nH]c2c1)[C@H](CO)N(C(=O)c1ccncc1)CC31CN(Cc2cccnc2)C1	26	nt	3	nt
C[C@H](CO)N1C[C@H](C)[C@H](CN(C)S(=O)(=O)c2ccc(Cl)cc2)Oc2ccc(NC(=O)Cc3ccccc3)cc2CC1=O	-45	-1.3	1	15
COCCNC(=O)C[C@@H]1CC[C@@H]2[C@@H](COc3ccc(NC(=O)C4CCOCC4)cc3C(=O)N2C)O1	-11	-0.1	-4	2
COc1ccc(S(=O)(=O)N(C)C[C@@H]2OCCCC[C@@H](C)Oc3ccc(NC(=O)Nc4ccc(C(F)(F)F)cc4)cc3C(=O)N([C@@H](C)CO)C[C@@H]2C)cc1	-88*	-0.7	7	85
C[C@@H]1CN([C@H](C)CO)C(=O)c2cc(NC(=O)CCCN(C)C)ccc2O[C@@H](C)CCCCO[C@H]1CN(C)Cc1ccncc1	33	8.1	0	10
C[C@H]1CN([C@@H](C)CO)S(=O)(=O)c2ccc(C#Cc3ccccn3)cc2O[C@H]1CN(C)Cc1ccccc1	-63	-2.4	-5	113*
CCCC(=O)Nc1ccc2c(c1)OC[C@H](C)N(Cc1ccncc1)C[C@H](C)[C@@H](OC)CN(C)C2=O	-15	0.4	2	nt
CN1c2ccc(-c3ccc(F)cc3)cc2[C@@H]2[C@@H](CCN2C(=O)Cc2ccccn2)[C@@H]1CO	-29	0.7	-13	56
O=C(Nc1ccc(F)cc1)N1CC(=O)N2[C@H](C1)[C@@H](c1ccc(-c3ccc(F)cc3)cc1)[C@@H]2CO	-6	-1.0	6	nt
COc1ccccc1C(=O)Nc1ccc2c(c1)OC[C@H](C)N(CC1CC1)C[C@@H](C)[C@H](OC)CN(C)C2=O	nt	0.2	nt	-104
COc1ccc(-c2cnc3c(c2)C(=O)N([C@H](C)CO)C[C@H](C)[C@H](CN(C)S(=O)(=O)c2cccs2)O3)cc1	-47&-59	-6.3	-5&-6	46&-6
O=C(c1cccnc1)N1C[C@@H]2[C@H](c3ccccc31)[C@H](CO)N2C(=O)CN1CCOCC1	20	6.3	-5	-14
O=C(C1CC1)N1[C@@H]2CNc3ccccc3[C@@H]2[C@@H]1CO	-2	-0.5	-1	-33
COCC#Cc1ccc2c(c1)O[C@@H](CN(C)C(=O)CN(C)C)[C@@H](C)CN([C@H](C)CO)S2(=O)=O	-10	0.4	-7	-33
OC[C@H]1[C@@H](c2ccc(Br)cc2)[C@@H]2CNCCCCN12	13	-0.4	-2	-9
CCNC(=O)Nc1ccc2c(c1)C(=O)N(C)[C@@H]1CC[C@H](CC(=O)NCc3cccc(F)c3)O[C@H]1CO2	-31	0.7	2	42
CC(C)C#Cc1ccc([C@@H]2[C@@H](CO)N3C(=O)CN(C(=O)Cc4ccccc4)C[C@H]23)cc1	-11	1.8	-5	nt
COc1ccc(S(=O)(=O)N[C@H]2C=C[C@@H](CC(=O)O)O[C@H]2CO)cc1	-6	-0.6	-2	51
CC(C)NC(=O)Nc1ccc2c(c1)C(=O)N([C@H](C)CO)C[C@H](C)[C@H](CN(C)Cc1ccncc1)OCCCC[C@@H](C)O2	-20	0.6	-2	48

Going on with the list:
SMILES	Pf Dd2 inh	GASC1 inh	C diff HTS	Tcruzi prolif
COc1cccc(NC(=O)N2CC(=O)N3[C@H](C2)[C@H](c2ccc(C#CC4CCCC4)cc2)[C@@H]3CO)c1	-19	12	60	nt
CC(C)NC(=O)Nc1cccc2c1O[C@H](CN(C)C(=O)Nc1cccc3ccccc13)[C@@H](C)CN([C@@H](C)CO)C2=O	-5	-0.2	-8	30
O=S(=O)(c1ccccc1)N1CC2(C1)[C@@H](c1ccccc1)[C@@H](CO)N2CC1CCOCC1	-11	7.2	15	nt
O=C(CN1CCOCC1)NCC[C@H]1CC[C@H](NC(=O)Nc2ccc(F)cc2)[C@@H](CO)O1	3	1.7	-1	-51
CC(=O)NC[C@H]1[C@@H](c2ccc(C3=CCCCC3)cc2)[C@@H](CO)N1C(=O)NC(C)C	-2	0.3	-10	13
CN(C)CC#Cc1ccc([C@@H]2[C@@H](CO)N3CCCCN(C(=O)C4CC4)C[C@H]23)cc1	-1	nt	-1	69
C[C@@H]1CN([C@H](C)CO)C(=O)c2cc(C#CCc3ccccc3)cnc2O[C@@H]1CN(C)Cc1cccc(C(=O)O)c1	13	3.3	-6	-14

Screening data deposited in PubChem BioAssay by Broad Institute.
